Abeta yeast res: qHTS for compounds that reverse cellular toxicity of Amyloid beta (A-beta) peptide in yeast: Primary Screen. AID 1347071, 2019. Potency, µM (doses to about 46.1 µM), for the others: at the highest dose growth rescue, hits mostly activators. yeast expressing A-beta42, growth rescue, OD600, 48 h; response scale: 0% DMSO, 100% iron-clioquinol control. 0.063% of 410,000 active; further: potency means the concentration at half of the fitted maximal effect; nearly all actives have a fitted effect of over 55% in size
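Growth rescue measured by 600 nm absorbance after 48 h yeast culture at 30 C with compound. Values normalized between DMSO and an equimolar ferric chloride plus clioquinol control.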
EPAC1 agonist: qHTS for Agonist of cAMP-regulated guanine nucleotide exchange factor 3 (EPAC1): primary screen; EPAC1 agonist qHTS, biochemical assay; response scale: 100% = response to 6.5 mM cAMP; 0.073% of 360,000 active; Rap guanine nucleotide exchange factor 3 (Homo sapiens), O95398; AID 720707, 2013; Potency, µM (titrated, usually from 154 µM), without a hit: at the highest dose activation, most hits filed as activators; further: potency means the concentration at half of the fitted maximal effect; nearly all actives have a fitted effect of over 60% in size
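Normalized to 6.5 mM cAMP, activity reflects EPAC1-catalysed release of BODIPY-GDP from Rap1B, followed kinetically over 30 min at 480 nm excitation, 540 nm emission. Reaction contained 100 nM EPAC1, 250 nM Rap1B-BODIPY-GDP, 50 uM GDP.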
FUS yeast rescue: qHTS for Suppressors of FUS Proteinopathy: Primary screen using FUS-linked yeast assay. S. cerevisiae FUS-expressing, growth rescue, OD600, 24 h. AID 1347120, 2019. Potency, µM (titrated, usually from 76.6 µM), for inactives: at the top dose growth rescue (activation), hits mostly activators. 0.24% of 390,000 active;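 further: potency means the concentration at half of the fitted maximal effect; plate controls were DMSO vehicle for no effect and reference control for full effect; nearly all actives have a fitted effect of over 55% in size; some results filed as inactive show a strong effect at the top dose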
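Read-out: OD at 600 nm after 24hr at 30C, reporting rescue of FUS-induced yeast toxicity. Cells at OD 0.005 in galactose (2%) minimal medium; compounds tested in a dilution series; CP55940 titration from 92uM final as control.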
PI5P4Ka inh: qHTS for Inhibitors of phosphatidylinositol 5-phosphate 4-kinase (PI5P4K) | Phosphatidylinositol 5-phosphate 4-kinase type-2 alpha (Homo sapiens), P48426 | PI5P4Kalpha enzyme, ADP-Glo luminescence, 60 min; stronger effect = lower value | max response, % | 1.2% of 330,000 active | AID 652105, 2013; active means max response of -50% or lower; inconclusive means between -30% and -50%; inactive means -30% or higher; further: value at the top dose of about 77 µM; on the % scale 0 is the no-effect control and ±100 the full control effect
Target sequence (P48426 whole entry, looked up): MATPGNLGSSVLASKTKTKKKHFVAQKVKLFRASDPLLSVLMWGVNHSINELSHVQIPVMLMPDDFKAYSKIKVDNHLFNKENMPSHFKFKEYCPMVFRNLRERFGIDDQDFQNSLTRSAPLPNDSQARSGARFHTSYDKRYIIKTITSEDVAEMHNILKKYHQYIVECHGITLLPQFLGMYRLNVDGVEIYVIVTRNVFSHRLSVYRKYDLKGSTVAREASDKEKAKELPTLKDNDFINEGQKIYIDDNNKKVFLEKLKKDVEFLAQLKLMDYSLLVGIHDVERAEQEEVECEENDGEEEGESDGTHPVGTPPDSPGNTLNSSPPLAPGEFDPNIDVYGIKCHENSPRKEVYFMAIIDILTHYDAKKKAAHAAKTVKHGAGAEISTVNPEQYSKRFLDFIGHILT
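Controls without substrate or without enzyme flank wells where PI5P4Kalpha converts substrate using 5 microM ATP (final). Incubation lasts 60 minutes at room temperature; ADP formed is read by ADP-Glo luminescence.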
EPAC1 antag: qHTS for Antagonist of cAMP-regulated guanine nucleotide exchange factor 3 (EPAC1): primary screen. Rap guanine nucleotide exchange factor 3 (Homo sapiens), O95398. EPAC1 GEF assay, Rap1b-BODIPY-GDP exchange fluorescence. Potency, µM (series often up to 115 µM), without a hit: at the top dose activity change, negative = inhibition, hits mostly inhibitors. 0.14% of 360,000 active. AID 720709, 2013;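 further: potency means the concentration at half of the fitted maximal effect; plate controls were vehicle for no effect and positive control for full effect; nearly all actives have a fitted effect of over 50% in size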
IL2 activator: qHTS of IL-2 Activators | AID 652025, 2013 | IL-2 activation reporter assay, cell-based qHTS; stimulated with anti-CD3/CD4/CD28 beads; in transgenic mouse T cells | activation, % (series mostly up to about 46 µM) | 0.065% of 360,000 active; in the data active means activation above about 50%; inconclusive means mostly about 30% to 49%; further: 0% is about no effect
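EGFP and DsRed fluorescence is measured by plate cytometry in unstimulated transgenic mouse T cells exposed to compound for 60 minutes, then stimulated 18 hours at 37 degrees C with anti-CD3/anti-CD4 beads plus anti-CD28.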
aSyn yeast inh: qHTS of alpha-syn Inhibitors; 0.14% of 370,000 active; Yeast expressing alpha-synuclein, growth rescue, BacTiter-Glo, 24 h; AID 652106, 2013; Potency, µM (doses to about 46.1 µM), without a hit: top-dose growth rescue (activation), most hits filed as activators; further: potency means the concentration at half of the fitted maximal effect; % of control where 0% means no effect; nearly all actives have a fitted effect of over 65% in size
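Galactose-induced alpha-syn yeast (OD600=0.02, raffinose-pregrown) + pinned cpd, 24 hr, 30 deg C; growth by BacTiter-Glo luminescence. Growth restoration scores as activation.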
WRN helicase inh: qHTS for Inhibitors of WRN Helicase; WRN helicase unwinding, fluorescent forked duplex, kinetic; 0.46% of 360,000 active; Potency, µM (highest dose often 114 µM), for the others: at the top dose activity change, negative = inhibition, hits mostly inhibitors; AID 651768, 2012; Bifunctional 3'-5' exonuclease/ATP-dependent helicase WRN (Homo sapiens), Q14191; further: potency means the concentration at half of the fitted maximal effect; on the % scale 0 is the no-effect control and ±100 the full control effect; nearly all actives have a fitted effect of over 55% in size
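WRN at 20 nM final was preincubated with compound for 15 min at room temperature; reaction started with 100 nM forked duplex oligonucleotide carrying fluorophore and quencher plus 2 mM ATP (final). Unwinding followed kinetically by red fluorescence (ex 525/em 598 nm).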
PLK1 PBD block: qHTS for Inhibitors of PLK1-PDB (polo-like kinase 1 - polo-box domain): Primary Screen; Serine/threonine-protein kinase PLK1 (Homo sapiens), P53350; 2.8% of 360,000 active; Potency, µM, inactives show max response, negative = inhibition, actives largely listed as inhibitors; Plk1 PBD binding of FITC phosphopeptide, fluorescence polarization; AID 720504, 2013; further: potency means the concentration at half of the fitted maximal effect; series mostly up to about 57 µM; on the % scale 0 is the no-effect control and ±100 the full control effect; nearly all actives have a fitted effect of over 65% in size
Target sequence (P53350 whole entry, looked up, the tested form may be a part): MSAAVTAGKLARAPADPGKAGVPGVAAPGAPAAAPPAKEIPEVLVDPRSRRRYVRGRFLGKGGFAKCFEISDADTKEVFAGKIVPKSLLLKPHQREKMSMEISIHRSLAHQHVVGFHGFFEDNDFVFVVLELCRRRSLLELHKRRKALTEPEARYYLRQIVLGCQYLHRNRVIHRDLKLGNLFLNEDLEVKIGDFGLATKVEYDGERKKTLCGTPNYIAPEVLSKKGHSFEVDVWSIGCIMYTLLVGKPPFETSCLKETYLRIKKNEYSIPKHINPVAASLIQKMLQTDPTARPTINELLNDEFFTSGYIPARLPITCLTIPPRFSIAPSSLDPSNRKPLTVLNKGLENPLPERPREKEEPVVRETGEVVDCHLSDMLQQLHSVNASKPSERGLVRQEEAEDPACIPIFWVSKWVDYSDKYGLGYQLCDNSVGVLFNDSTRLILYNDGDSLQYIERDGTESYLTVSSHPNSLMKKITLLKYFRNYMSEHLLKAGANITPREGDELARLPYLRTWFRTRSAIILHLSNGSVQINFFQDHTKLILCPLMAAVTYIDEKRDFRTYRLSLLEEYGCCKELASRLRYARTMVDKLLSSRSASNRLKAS
Starred values were filed as active, the others as inactive; ? = inconclusive; / = no result given; & = joins results of further samples; [ ] = another dose, or the depositor's remark. Unless noted, the call rests on the fitted dose curve; in most records, active means well fitted curve in the direction sought with a large enough effect; inconclusive means small, poorly fitted or top-dose-only effect, or another doubt; inactive means no such curve, though single readings can be large; an effect the other way counts as inactive or inconclusive.

SMILES | Abeta yeast res | EPAC1 agonist | FUS yeast rescue | PI5P4Ka inh | EPAC1 antag | IL2 activator | aSyn yeast inh | WRN helicase inh | PLK1 PBD block
CC(=O)OC(C)[C@H]1CC[C@H]2[C@@H]3CC[C@H]4C[C@@H](OC(C)=O)CC[C@]4(C)C3=CC[C@]12C (stereo not given in full) | 4% | 15% | -6% | 0 | -2% | -0.1 | 1% | -1% | -7%
CCC1NC(=O)c2cccnc2-n2c1nc1ccc(C)cc1c2=O (stereo not given) | -3% | 2% | -3% | -1 | -13% | -2.1 | 2% | -3% | -4%
Cn1nnnc1SCC(=O)N1CCN(Cc2ccccc2)CC1 | 13% | 7% | 9% | / | 1% | -1.9 | -1% | -10% | -13%
O=C(CCc1nnc(-c2ccccc2)o1)c1ccc(Cl)cc1 | -17% | 0% | 20% | 0 | 12% | -0.8 | 21% | -3% | -3%
CCOC(=O)N1CCC(NC(=O)CCN2C(=O)C3C4C=CC(C4)C3C2=O)CC1 (stereo not given) | -13% | -3% | -1% | -14 | 6% | -0.1 | -8% | -4% | -3%
Cc1ccc(NC(=O)CSCc2cc(=O)n3nc(C4CC4)sc3n2)cc1 | 3% | 16% | 4% | -3 | 6% | -0.7 | 0% | 1% | 24µM*
COc1ccccc1-n1nnnc1SCC(=O)NCC1(N2CCOCC2)CCCCC1 | 10% | 13% | 19% | 0 | -9% | 0.2 | 3% | -3% | 6%
CP(=O)(Nc1cc(Cl)ccc1Cl)c1nc2c(s1)CCCC2 (stereo not given) | 10% | -6% | 0% | -3 | 9% | 0.9 | 13% | 12% | ?
CCCCn1c(N)c(N(CCC(C)C)C(=O)C2CC(=O)N(Cc3ccc(C)cc3)C2)c(=O)[nH]c1=O (stereo not given) | -15% | -9% | 39% | 6 | -2% | -0.6 | 0% | -6% | -1%
Cc1cccc(-n2cc3c(=O)n(C)c(=O)n(C)c3c2)c1 | -14% | 0% | 16% | -7 | 21% | 0.5 | -1% | 1% | -20%
c1ccc(-c2nnc(CSc3ccc4c(c3)OCCO4)o2)cc1 | -10% | 11% | -24% | -1 | -26% | -0.5 | 7% | -12% | -16%
O=C1NN(c2cccc(Br)c2)C(=O)/C1=C\c1ccc(O)cc1 | 0% | 6% | -19% | -51* | -18% | -1.1 | -3% | ? | 24µM*

3 compounds from above, ordered by their value in EPAC1 antag, largest number first:
Structure | EPAC1 antag
Cc1ccc(NC(=O)CSCc2cc(=O)n3nc(C4CC4)sc3n2)cc1 | 6%
Cn1nnnc1SCC(=O)N1CCN(Cc2ccccc2)CC1 | 1%
COc1ccccc1-n1nnnc1SCC(=O)NCC1(N2CCOCC2)CCCCC1 | -9%

Following part.
SMILES | Abeta yeast res | EPAC1 agonist | FUS yeast rescue | PI5P4Ka inh | EPAC1 antag | IL2 activator | aSyn yeast inh | WRN helicase inh | PLK1 PBD block
CCOC(=O)CSc1nc(N)c(C#N)c(-c2ccc(OC)cc2)c1C#N | 16% | -1% | -9% | -64* | 9% | 2.4 | 1% | 6% | -20%
O=C(O)COc1cccc2ccccc12 | 2% | -1% | 16% | / | -8% | -2.1 | 0% | 7% | -3%
COc1cc(CNc2ccc(N3CCCC3)cc2)ccc1OCc1ccccc1 | -15% | -7% | ? | ? | 16% | -2.3 | -24% | -11% | -18%
CCOC(=O)c1c(C)nsc1NC(=O)c1ccco1 | -12% | 3% | 15% | 4 | -7% | -1.4 | 6% | 1% | -2%
O=C(O)C1CSC(c2ccccc2)N1C(=O)c1ccco1 (stereo not given) | 8% | 3% | 10% | -2 | -7% | -1.9 | 0% | -4% | -15%
COc1cccc(CNc2nc3cc(-c4cnn(Cc5ccccc5)c4)sc3c(=O)n2C)c1 | 13% | -4% | 38% | 6 | -15% | 0.2 | 1% | -5% | -4%
Cc1ccc(S(=O)(=O)N2CCN(C(=O)c3cc(C4CC4)nn3-c3ccccc3)CC2)cc1 | -6% | 1% | -22% | 1 | 0% | -1.0 | -1% | 3% | -10%
CCn1c(=O)c(C(=O)NCc2ccccc2)c(O)c2ccccc21 | 4% | 7% | 2% | 8 | -17% | 0.5 | 0% | 7% | -11%
CCC(C)NC(=O)C1CCCN(S(=O)(=O)c2ccc(-n3cnnn3)cc2)C1 (stereo not given) | 1% | -9% | 16% | -5 | 5% | -2.1 | 0% | 7%[57.1 µM] | -4%
COC(=O)Cc1[nH]n(-c2nc3ccccc3s2)c(=O)c1C(C)=Nc1ccc(Cl)cc1 | -34%[inhibitor] | 12% | 3% | -5 | 9% | -0.8 | -22% | -4% | -2%
COC(=O)[C@H]1C[C@@]2(O)CN(S(=O)(=O)c3ccc(C)cc3)C[C@@]2(OC(=O)NCc2ccccc2F)C[C@H]1C(=O)OC | 1% | 0% | 20% | 9 | -18% | 0.9 | 5% | -4% | -26%
COc1cccc(/C=N/NC(=O)Cn2nc([N+](=O)[O-])cc2C)c1 | -7% | -10% | -4% | -3 | -17% | -0.5 | 5% | -6% | -6%
Cc1ccc(N(Cc2ccccc2)C(=O)CN2C(=O)NC3(CCCC3)C2=O)cc1 | -8% | 5% | 24% | 8 | -10% | 1.9 | 9% | -2% | -4%
CCN1CCN(CCCNC(=O)c2ccc(NC(=O)C3=CSCCO3)cc2)CC1 | / | 9% | -4% | 2 | 1% | -0.2 | -5% | 0% | -4%
CCCCCC(=O)N1CCN(CCN=CC2=C(O)CC(c3ccco3)CC2=O)CC1 (stereo not given) | -1% | -4% | 12% | -4 | -18% | -1.9 | 13% | -5% | -18%
Cc1nn(C)c(Cl)c1NC(=O)OCc1ccc(Cl)cc1Cl | 0% | -9% | / | -2 | -7% | 0.2 | 2% | 3% | 2%
CCOc1ccc(CN(C(=O)c2oc3ccccc3c2C)C2CCS(=O)(=O)C2)cc1 (stereo not given) | 13% | 24% | 54% | / | -8% | -1.9 | 7% | -5% | 0%
CCN(c1ccc2c(c1)OCO2)S(=O)(=O)c1cc2c(cc1Br)CCN2C(=O)C1CC1 | 4% | -3% | / | -13 | -6% | -0.7 | -9% | 2% | -11%
CCc1ccccc1NC(=O)C1CC(c2ccc(OC)cc2)=NO1 (stereo not given) | -2% | 1% | -17% | 1 | 19% | -4.7 | 16% | -2% | -5%
Cc1c(Cl)cccc1NC(=O)CNC(=O)Cc1c[nH]c2ccccc12 | 4% | -3% | -13% | -4 | 6% | 1.1 | 7% | 1% | 4%
O=C(O)c1cccc2cccc(-c3c4ccc(=O)c(O)c-4oc4c(O)c(O)ccc34)c12 | -80%[inhibitor] | 12% | / | -95* | 32µM* | -3.4 | -73%[inhibitor] | 3.5µM* | 4.7µM*
Cc1ccc2oc(=O)c3cc(C(=O)NCCCN4CCc5ccccc5C4)sc3c2c1 | 0% | -8% | 29% | -11 | -11% | -3.2 | 27% | 8% | -5%
CCC1C(C#N)=C(SC)NC2=C1C(=O)CC(C)(C)C2 (stereo not given) | 4% | 2% | -12% | / | 1% | 0.1 | 1% | 3% | -3%
COc1ccc(Br)cc1/C=C/C(=O)NCC(=O)O | -18% | -8% | -21% | -3 | -11% | 1.6 | -10% | 5% | -6%
O=C(NC12CC3CC(CC(C3)C1)C2)c1ccccc1O | 2% | 8% | 7% | 1 | -21% | -2.0 | -9% | -10% | ?
CCCCCCN=C(C)C1=C(O)C(C(=O)OC)C(C)(C)CC1=O (stereo not given) | -7% | -3% | -5% | -2 | -7% | -0.7 | 6% | -1% | -3%
Cc1ccc(OC(=O)Cn2c(C(F)(F)F)nc3ccccc32)cc1 | 2% | 9% | -9% | 1 | -11% | -0.3 | 0% | -26% | -16%
COc1ccc(S(=O)(=O)N2CCCN(CC(=O)Nc3ccc(NC(C)=O)cc3)CC2)cc1 | 8%&0% | 8% | -3%&12% | 0 | 1% | -0.7 | 1% | -8% | -2%
CCC(=O)NCC(c1ccco1)N1CCN(c2ccc(OC)cc2)CC1 (stereo not given) | -6% | 8% | -9% | -1 | -4% | 4.0 | -3% | 7% | -13%
Cc1c(C)c(C)c(C(=O)CCc2cccc(NC(=O)CCC(=O)O)c2)c(C)c1C | -8% | -1% | -6% | 13 | -5% | -0.5 | 0% | -5% | -13%
CC(=O)NC1C(Oc2cccc(C)c2)OC2COC(c3ccco3)OC2C1O (stereo not given) | -7% | -5% | / | -4 | -7% | 0.4 | -3% | 9% | -2%
CCN1C(=O)C(CC(=O)N2CCN(C(c3ccccc3)c3ccccc3)CC2)N(CC)C1=O (stereo not given) | -6% | 7% | 6% | / | -5% | -1.5 | 0% | -8% | -5%
C#CCOCCOCCOCCNc1nc(N2CCN(C(=O)[C@H](CC(N)=O)n3cc([C@@H](N)C(C)C)nn3)CC2)nc(N2CCN(C(=O)[C@H](CC(N)=O)n3cc([C@@H](N)C(C)C)nn3)CC2)n1 | 10% | 4% | -8% | -6 | -1% | 2.5 | -7% | -2% | -2%
O=C(COC(=O)c1cc[n+]([O-])cc1)Nc1ccc([N+](=O)[O-])cc1 | -6% | 4% | 15% | -15 | 5% | 1.2 | -1% | -5% | ?
CN(C)CCCn1c(N)c(C#N)c2nc3ccccc3nc21 | -4% | 19% | 15% | 5 | 29% | 3.6 | -6% | -8% | 4%
CN(Cc1ccccc1)C1=CC(=[N+]2CCCC2)CC(C)(C)C1 | -21% | 8% | 14% | -6 | -7% | -0.6 | -3% | -7% | ?

Bioassay records: PubChem, National Center for Advancing Translational Sciences (NCATS)
